BRCA1 expr act = BRCA1 expression activation. MCF7-BRCA1-FFLuc reporter, luminescence, 48 h; response scale: scaled: vehicle 0%, 10 µM genistein 100%. Potency, µM (titrated, usually from 46.1 µM), without a hit: at the top dose activation, hits mostly activators. 380,000 compounds, 1.1% hits. AID 624202; further: nearly all actives have a fitted effect of over 80% in size; some results filed as inactive show a strong effect at the top dose
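Quantitative HTS in MCF7 cells stably reporting BRCA1 expression via firefly luciferase. Compound treatment lasts 48 h at 37 °C in phenol-red free MEM. Activation is expressed relative to genistein at 10 microM and DMSO.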
NPC1 promoter act = activates the NPC1 promoter; Potency, µM (doses to about 9.22 µM), for inactives: top-dose activation, usual class: activators; 320,000 compounds, 2.4% hits; Huh7 NPC1 promoter luciferase reporter, 24 h; AID 485313;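 further: % of control where 0% means no effect; nearly all actives have a fitted effect of over 60% in size; reporter is driven by a mutant NPC1 promoter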
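In 1536-well qHTS, Huh7 cells harboring an NPC1 promoter–luciferase construct received compound for 24 h; activation was quantified by luminescence following luciferase reagent addition.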
Rab9 promoter act = activators of Rab9 promoter | Huh7 Rab9 promoter-luciferase reporter, luminescence, 24 h | Potency, µM (top dose mostly 9.22 µM), for inactives: at the top dose activation, negative = inhibition, hits mostly activators | 320,000 compounds, 2.8% hits | AID 485297; further: % of control where 0% means no effect; nearly all actives have a fitted effect of over 60% in size
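Measured in stably transfected Huh7 cells bearing a Rab9 promoter–luciferase construct: 24 h compound treatment at 37 °C, followed by luminescence detection.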
Gal4-VP16 FLuc = counter-screen for ROR gamma inhibitors: Gal4-VP16 reporter. Drosophila S2 Gal4-VP16 UAS-luciferase, luminescence, 20 h. Potency, µM (highest dose often 53.6 µM), without a hit: at the highest dose activity, negative = inhibition, usual class: inhibitors. 310,000 compounds, 3.5% hits. AID 2546;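 further: Gal4-VP16 expression switched on by copper sulfate through the metallothionein promoter; on the % scale 0 is the no-effect control and ±100 the full control effect; nearly all actives have a fitted effect of over 50% in size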
MBNL1-CUG inh = inhibitors of human MBNL1 binding to CUG repeat RNA. TR-FRET MBNL1-His/biotin-(CUG)12 binding, 665/545 ratio. Q9NR56. 280,000 compounds, 0.036% hits. AID 2675. Potency, µM (doses to about 57.5 µM), without a hit: at the top dose activity change, negative = inhibition, actives largely listed as inhibitors; active means well fitted inhibition curve with a large enough effect in the signal ratio, with a control signal flat, not every such curve was filed as active; inconclusive means small, poorly fitted or top-dose-only effect, or effect the other way, or a change in a side signal; inactive means no such curve, though single readings can be large or run the other way; the % refers to the signal ratio; further: on the % scale 0 is the no-effect control and ±100 the full control effect
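Ratiometric TR-FRET (665 over 545 nm, excitation 340 nm) tracks disruption of MBNL1-His/biotin-(CUG)12 complex after 60 min at room temperature, with compounds at 92 nM to 58 uM final.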
uPA surface inh = inhibitors of cell surface uPA generation. cell surface uPA generation assay, qHTS. Potency, µM (highest dose often 38.3 µM), for inactives: top-dose activity change, negative = inhibition, actives largely listed as inhibitors. 330,000 compounds, 0.31% hits; active means well fitted inhibition curve with a large enough effect; inconclusive means small, poorly fitted or top-dose-only effect; inactive means no such curve, though single readings can be large or run the other way; tested in mouse RAW 264.7 cells; further: on the % scale 0 is the no-effect control and ±100 the full control effect; nearly all actives have a fitted effect of over 55% in size
RORgamma inh = inhibitors of mouse ROR gamma transcriptional activity; P51450; Drosophila S2 Gal4-RORgamma UAS-luciferase reporter, 20 h; Potency, µM (titrated, usually from 53.6 µM), inactives show at the top dose activity change, negative = inhibition, actives largely listed as inhibitors; 310,000 compounds, 5.4% hits; AID 2551; further: on the % scale 0 is the no-effect control and ±100 the full control effect; nearly all actives have a fitted effect of over 60% in size
Target sequence (P51450 whole entry, looked up, the tested form may be a part): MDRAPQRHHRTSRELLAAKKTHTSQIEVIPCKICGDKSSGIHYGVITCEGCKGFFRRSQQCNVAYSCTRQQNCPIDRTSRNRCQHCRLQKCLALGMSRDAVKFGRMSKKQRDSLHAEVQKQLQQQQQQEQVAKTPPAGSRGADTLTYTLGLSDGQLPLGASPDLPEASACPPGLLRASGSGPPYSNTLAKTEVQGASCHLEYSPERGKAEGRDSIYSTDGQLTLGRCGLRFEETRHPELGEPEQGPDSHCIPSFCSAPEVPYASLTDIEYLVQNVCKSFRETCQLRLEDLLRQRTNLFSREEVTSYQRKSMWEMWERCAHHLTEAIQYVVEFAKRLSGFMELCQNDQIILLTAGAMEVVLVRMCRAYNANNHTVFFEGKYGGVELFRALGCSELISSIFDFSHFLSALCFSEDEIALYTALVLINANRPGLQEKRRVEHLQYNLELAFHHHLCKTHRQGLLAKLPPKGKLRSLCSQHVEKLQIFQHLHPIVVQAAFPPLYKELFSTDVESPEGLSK
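Read-out: Photinus luciferase luminescence; inhibitors lower reporter signal. Insect Schneider cells with Gal4-ROR gamma fusion under metallothionein promoter, UAS reporter; 700 uM final copper sulfate induction, 20 hr, ambient temperature.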
FLuc modulator = counter-screen for miR-21 project: firefly luciferase inhibitors or activators; 360,000 compounds, 6.9% hits; P08659; Potency, µM (titrated, usually from 57.5 µM), without a hit: top-dose activity change, negative = inhibition, most hits filed as inhibitors; AID 588342; purified FLuc, Km substrates, luminescence inhibition;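 further: plate controls were vehicle for no effect and reference inhibitor for full effect; nearly all actives have a fitted effect of over 55% in size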
Target sequence (P08659 whole entry, looked up): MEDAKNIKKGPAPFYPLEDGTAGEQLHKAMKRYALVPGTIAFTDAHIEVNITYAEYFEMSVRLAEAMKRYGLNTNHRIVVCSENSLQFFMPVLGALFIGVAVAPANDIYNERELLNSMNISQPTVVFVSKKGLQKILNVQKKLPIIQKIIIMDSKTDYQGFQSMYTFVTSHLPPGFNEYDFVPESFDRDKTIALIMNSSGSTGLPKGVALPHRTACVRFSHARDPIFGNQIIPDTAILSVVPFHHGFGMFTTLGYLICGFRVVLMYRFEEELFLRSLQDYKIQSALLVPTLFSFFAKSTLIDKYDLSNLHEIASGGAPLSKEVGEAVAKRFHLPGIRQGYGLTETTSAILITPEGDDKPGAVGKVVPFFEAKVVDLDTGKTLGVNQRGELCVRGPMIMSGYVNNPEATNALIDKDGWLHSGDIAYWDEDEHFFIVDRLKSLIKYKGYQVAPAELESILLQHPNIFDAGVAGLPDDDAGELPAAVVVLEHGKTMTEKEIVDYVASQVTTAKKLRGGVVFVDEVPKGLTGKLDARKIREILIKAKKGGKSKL
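Biochemical qHTS of compounds, final roughly 60 µM downward over six points, against 10 nM purified firefly luciferase using Km concentrations of substrates (10 uM D-luciferin, 10 uM ATP) in Tris acetate pH 7.5 buffer; luminescence output.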
ELG1 genotox = inducers of genotoxicity in HEK293T ELG1-luciferase cells; HEK293T ELG1-luciferase reporter, luminescence, 16 h; Potency, µM (titrated, usually from 46 µM), for the others: top-dose activity change, positive = activation, most hits filed as activators; 330,000 compounds, 1.3% hits; further: % of control where 0% means no effect; nearly all actives have a fitted effect of over 60% in size
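HEK293T cells expressing luciferase-tagged ELG1 were treated with compound or DMSO for 16 hr at 37°C. Luciferase activity was then read after 30 min with ONE-Glo at room temperature; rising signal flags genetic stress.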
p53 reactivator = restores transcriptional activity of mutant p53 | 320,000 compounds, 0.063% hits | Potency, µM (series often up to 92.2 µM), without a hit: at the top dose activity change, positive = activation, actives largely listed as activators | AID 504706 | H1299 p53-A138V BP100-luciferase reporter, luminescence, 24 h; further: % of control where 0% means no effect; nearly all actives have a fitted effect of over 45% in size
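H1299 (p53-null), stable ts p53-A138V + BP100-Luc; 1000 cells/well, Opti-MEM/10% FBS; cpd 4 pt, 1:5; 24 h, 37 deg C, 5% CO2; detection reagent 10 min RT; luminescence.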
* hit, by the source's call; ? = inconclusive; . = no result given; [ ] = dose if it differs, or a comment. Unless noted, the call rests on the fitted dose curve; in most records, active means well fitted curve in the direction sought with a large enough effect; inconclusive means small, poorly fitted or top-dose-only effect, or another doubt; inactive means no such curve, though single readings can be large; an effect the other way counts as inactive or inconclusive. Potency means the concentration at half of the fitted maximal effect. The order is random; any-hit rate near 13%.

cpd	canonical_smiles	BRCA1 expr act	NPC1 promoter act	Rab9 promoter act	Gal4-VP16 FLuc	MBNL1-CUG inh
1	CCOc1ccc(CN2CCNC(=O)C2CC(=O)N(C)CC2CCOCC2)cc1 (stereo not given)	-19%	0%	4%	-7%	9%
2	O=C(O)c1ccc2c(=O)n3c(nc2c1)/C(=C/c1ccc(Cl)cc1Cl)CC3	-32%	-3%	-10%	-6%	?
3	O=C(c1nnc(-c2ccc(Cl)cc2)o1)C1CCCC1	11µM*	22%	?	?	4%
4	CCc1c(C)nc(N2CCN(Cc3ccccc3)CC2)[nH]c1=O	-3%	1%	0%	-5%	-1%
5	CCN(C(=O)CSc1nnc2ccccn12)c1c(N)n(Cc2ccccc2)c(=O)[nH]c1=O	2%	-4%	0%	-5%	-20%
6	COc1cc(OC)cc(-c2nc3cc(C)ccc3o2)c1	2%	8%	27%	-11%	-8%
7	CCCc1nc2oc3ccccc3c(=O)c2c(=O)n1-c1ccc(C)cc1	15%	17%	?	-9%	4%
8	COc1ccc(-c2cc(C(=O)Nc3cc(Br)ccc3O)no2)cc1	55%	15%	19%	-25%	-10%
9	COc1ccc(C(=O)NC2CCSc3ccccc32)cc1S(=O)(=O)N1CCOCC1 (stereo not given)	-18%	0%	0%	.	.
10	CCc1ccc(-c2csc(NC(=O)C3CC(=O)N(c4ccc5c(c4)OCCO5)C3)n2)cc1 (stereo not given)	-75%	1%	-2%	-7%	2%

cpd	uPA surface inh	RORgamma inh	FLuc modulator	ELG1 genotox	p53 reactivator
1	-2%	3%	1%	0%	-8%
2	7%	34%	-2%	0%	9%
3	5%	-9%	5.4µM*	?	5%
4	1%	-1%	6%	1%	1%
5	9%	-2%	-1%	0%	-3%
6	-4%	0%	11µM*	16µM*	?
7	?	37%	-28%	?	?
8	-5%	-22%	-9%	?	17%
9	-10%	.	-17%	26%	-3%
10	-8%	?	?	0%	12%

Additional entries.
cpd	canonical_smiles	BRCA1 expr act	NPC1 promoter act	Rab9 promoter act	Gal4-VP16 FLuc	MBNL1-CUG inh
11	CC(C)Oc1ccccc1C1CC(=O)Nc2cc3c(cc21)OCO3 (stereo not given)	-84%	-21%	-12%	13µM*	5%
12	Cc1cc(C(=O)NCC(=O)OCC(=O)N(C(C)C)C(C)C)ccc1[N+](=O)[O-]	-3%	3%	1%	-3%	?
13	O=C(c1ccc(Br)cc1)N1CCC2(CC1)NCCc1[nH]cnc12	19%	-7%	4%	0%	2%
14	Fc1ccc(-c2nc3ccccc3[nH]2)cc1	?	2.5µM*	2.5µM*	8%	-6%
15	NC1=NC[C@@H](Cc2ccc(O)cc2)N1CCc1cccc(F)c1	0%	-3%	0%	-3%	-7%
16	CCSc1nnc(NS(=O)(=O)c2ccc(C)cc2)s1	-16%	-1%	-9%	-3%	.
17	CCOC(=O)CN1C(=O)SC(Nc2ccc(C)cc2)C1=O (stereo not given)	-11%	1%	0%	3%	-2%
18	COC(=O)N/N=C\c1ccc(OC/C=C/c2ccccc2)cc1	7.1µM*	7%	0%	2%	-1%
19	Cc1ccc(C)c(OCCN2C(=O)NC3(CCc4ccccc4C3)C2=O)c1 (stereo not given)	-43%	-1%	-3%	-2%	-2%
20	COC(=O)/C(C#N)=C1/C=Cc2ccccc2N1C	89%	26%	6%	3%	?

cpd	uPA surface inh	RORgamma inh	FLuc modulator	ELG1 genotox	p53 reactivator
11	-19%	?	4%	-5%	-3%
12	-13%	-18%	0%	1%	1%
13	4%	-5%	1%	-2%	-9%
14	?	-8%	12µM*	?	4%
15	9%	-9%	1%	1%	1%
16	5%	21%	1%	0%	-4%
17	4%	19%	-1%	0%	1%
18	-11%	1%	?	8%	13%
19	5%	13%	0%	-1%	4%
20	1%	0%	?	26%	23%

Looked up by structure from the list above:
cpd	canonical_smiles	BRCA1 expr act	NPC1 promoter act	Rab9 promoter act	Gal4-VP16 FLuc	MBNL1-CUG inh
9	COc1ccc(C(=O)NC2CCSc3ccccc32)cc1S(=O)(=O)N1CCOCC1 (stereo not given)	-18%	0%	0%	.	.
13	O=C(c1ccc(Br)cc1)N1CCC2(CC1)NCCc1[nH]cnc12	19%	-7%	4%	0%	2%
2	O=C(O)c1ccc2c(=O)n3c(nc2c1)/C(=C/c1ccc(Cl)cc1Cl)CC3	-32%	-3%	-10%	-6%	?
10	CCc1ccc(-c2csc(NC(=O)C3CC(=O)N(c4ccc5c(c4)OCCO5)C3)n2)cc1 (stereo not given)	-75%	1%	-2%	-7%	2%
3	O=C(c1nnc(-c2ccc(Cl)cc2)o1)C1CCCC1	11µM*	22%	?	?	4%

cpd	uPA surface inh	RORgamma inh	FLuc modulator	ELG1 genotox	p53 reactivator
9	-10%	.	-17%	26%	-3%
13	4%	-5%	1%	-2%	-9%
2	7%	34%	-2%	0%	9%
10	-8%	?	?	0%	12%
3	5%	-9%	5.4µM*	?	5%

Carrying on:
cpd	canonical_smiles	BRCA1 expr act	NPC1 promoter act	Rab9 promoter act	Gal4-VP16 FLuc	MBNL1-CUG inh
21	Cc1ccc(CSc2nnc(-c3cccc(S(=O)(=O)N4CCOCC4)c3)n2C2CCCC2)cc1	-71%	-1%	0%	-20%	-4%
22	CCOc1ccccc1/C=N/NC(=O)CSc1n[nH]c(=O)[nH]c1=O	10%	-3%	-10%	-9%	8%
23	S=c1[nH]nc(-c2ccc(Br)cc2)n1Cc1ccco1	-18%	-1%	-1%	2.5µM*	-6%
24	Cc1c(C(=O)N2CCCCC2)c(S(=O)(=O)N2CCN(c3ccc(F)cc3)CC2)c(C)n1C	-23%	0%	-4%	1%	-1%
25	COc1ccc(OCC(=O)OCC(=O)Nc2ccc3[nH]c(=O)[nH]c3c2)cc1	-1%	-3%	-2%	.	.
26	CCc1cc(=O)oc2cc(C)cc(OC(C)C(=O)NCC(O)c3ccccc3)c12 (stereo not given)	1%	-2%	-2%	-1%	0%
27	C=CCOC(=O)C1=C(C)NC(SCC)=C(C#N)C1c1ccc(Cl)cc1 (stereo not given)	-84%	-24%	-21%	-2%	-6%
28	Cc1ccc(S(=O)(=O)N2CCOCC2)cc1NC(=O)COc1ccc2c(C)cc(=O)oc2c1	1%	-1%	0%	9%	5%
29	Cc1ccc(NC(=O)C2CCN(c3cnccn3)CC2)cc1C	3%	1%	-11%	-7%	-2%
30	O=C1CC(=O)Nc2cc(S(=O)(=O)Nc3cccc(C(F)(F)F)c3)ccc2N1	-2%	4%	-3%	-4%	1%

cpd	uPA surface inh	RORgamma inh	FLuc modulator	ELG1 genotox	p53 reactivator
21	-2%	44%	-1%	-4%	11%
22	4%	10%	-10%	0%	5%
23	0%	1.4µM*	3%	-3%	2%
24	-6%	?	0%	-1%	-11%
25	5%	.	1%	-1%	-3%
26	5%	5%	0%	0%	-25%
27	-9%	29%	2%	-9%	-32%
28	6%	0%	-11%	-17%	-13%
29	11%	20%	-19%	-3%	-4%
30	6%	13%	0%	-1%	-1%

(next part)
cpd	canonical_smiles	BRCA1 expr act	NPC1 promoter act	Rab9 promoter act	Gal4-VP16 FLuc	MBNL1-CUG inh
31	COc1cccc(CNC(=O)c2ccc(C(=O)NCc3cccc(OC)c3)cc2)c1	-2%	-1%	-3%	0%	-7%
32	CC(=O)Nc1ccc(S(=O)(=O)Oc2ccc3c(c2)C(C)=CC(C)(C)N3)cc1	.	-5%	1%	?	.
33	O=C(c1ccco1)N1CCN(CCCCOc2ccc(F)cc2)CC1	-31%	-1%	-5%	-5%	-4%[11.5 µM]
34	CCCCNC(=O)c1cc(-c2ccc(OC)c(OC)c2)on1	69%	14%	16%	7%	-7%
35	CCOC(=O)C1=C(C)N(C[C@@H]2CC[C@@H](Cc3ccc(-c4ccccc4)cc3)O2)C(=O)NC1c1cccc2ccccc12 (stereo not given in full)	-17%	.	.	.	.
36	Cc1cc(=O)oc2cc(OCC3CC(c4ccc(Cl)cc4)=NO3)ccc12 (stereo not given)	-87%[inhibitor]	-2%	-7%	4%	-3%
37	Cc1ccc(C)c(NC(=O)c2cc3ccccn3n2)c1	56%	3.5µM*	2.2µM*	-12%	?
38	Cc1c(C(=O)O)oc2ccc(S(=O)(=O)NCc3ccc(F)cc3)cc12	5%	0%	-1%	-8%	-5%
39	Cc1cc(C(=O)Nc2ccc(N3CCOCC3)c3nonc23)ccc1[N+](=O)[O-]	50%	13%	21%	?	25%

cpd	uPA surface inh	RORgamma inh	FLuc modulator	ELG1 genotox	p53 reactivator
31	6%	-8%	3%	?	10%
32	.	35%	?	8%	?
33	0%	28%	-3%	1%	4%
34	4%	28%	-11%	12%	?
35	-17%	.	.	0%	2%
36	.	-9%	?	4%	3%
37	-25%	10%	11µM*	9.2µM*	16%
38	.	-6%	-4%	-6%	10%
39	-3%	?	-1%	0%	2%
